# Compound activity (PubChem)
# GSK3 alpha inh = blockers of GSK3A enzyme activity – biochemical, luminescence, cell-free homogeneous, HTS, primary screen | inhibition, % at 10 µM | GSK-3 alpha kinase, ADP-Glo luminescence, 60 min | Glycogen synthase kinase-3 alpha (Homo sapiens), P49840 | actives 0.1% (n = 320,000) | AID 2650, 2010;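 in the data active = inhibition above about 50%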;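 note: GST-tagged GSK-3 alpha with peptide substrate and 25 µM ATP; 0% = DMSO neutral wells and 100% = GW8510 positive control wells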
# GSK3beta inhib = human GSK3beta kinase inhibitors, primary screen, biochemical, cell-free homogeneous, HTS. Glycogen synthase kinase-3 beta (Homo sapiens), P49841. GST-GSK3beta kinase, ADP-Glo luminescence, 60 min; active compounds read low. activity score (negative = inhibition), % at 10 µM. actives 0.038% (n = 300,000). AID 2097, 2009;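 active = more than half of replicate wells score below -50%, meaning over 50% inhibition versus plate controls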;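 note: 0% = median DMSO wells and -100% = median GW8510 positive control wells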
# Target sequence (P49841 whole entry, looked up): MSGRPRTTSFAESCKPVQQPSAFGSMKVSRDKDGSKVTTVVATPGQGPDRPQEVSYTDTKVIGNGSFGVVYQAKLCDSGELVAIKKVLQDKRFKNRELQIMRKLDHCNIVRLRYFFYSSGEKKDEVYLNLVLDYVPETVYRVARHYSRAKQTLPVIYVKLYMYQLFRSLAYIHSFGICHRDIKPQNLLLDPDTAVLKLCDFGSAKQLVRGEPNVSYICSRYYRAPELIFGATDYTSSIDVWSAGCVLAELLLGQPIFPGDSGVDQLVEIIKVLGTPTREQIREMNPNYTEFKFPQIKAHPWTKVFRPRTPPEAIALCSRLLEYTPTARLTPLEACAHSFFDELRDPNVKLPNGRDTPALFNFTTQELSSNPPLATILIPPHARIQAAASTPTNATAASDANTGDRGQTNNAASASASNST
#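 Test system: GST-tagged human GSK3beta kinase, cell-free; evaluation: activity score scaled between in-plate DMSO and GW8510 controls; measured by: ADP-Glo luminescence; incubation: 60 min reaction, RT; benchmarks: DMSO and 20 µM GW8510; reagent: peptide substrate plus 25 µM ATP (final); medium: Tris/MgCl2 kinase buffer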
# KCNQ1 inh = inhibitors of human KCNQ1 channel, primary screen, cell-based, thallium flux, high-throughput. CHO-K1 KCNQ1, FluxOR thallium flux fluorescence; active compounds read high. B-score at 10 µM. actives 1.3% (n = 310,000). AID 2642, 2010;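 active = compounds whose thallium flux B-score, printed positive for inhibition, exceeds three library SD while starting fluorescence stays within three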;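 note: channel opened by potassium depolarization with thallium stimulus after 20 min compound exposure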
# KCNQ1 pot = potentiators or activators of KCNQ1 channel, primary screen, cell-based, thallium flux, high-throughput; B-score at 10 µM; CHO-K1 KCNQ1, thallium flux FluxOR fluorescence; active compounds read high; Potassium voltage-gated channel subfamily KQT member 1 (Homo sapiens), P51787; AID 2648, 2010; actives 0.35% (n = 310,000);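 active = fluorescence ratio B-score, a plate-corrected score, at least three library SD, with initial intensity B-score within 5 SD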
#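 Material: CHO-K1 cells stably expressing KCNQ1. Medium: assay buffer for compound exposure, DMSO matched across wells. Reagent: K+/Tl+ depolarizing stimulus. Compound dosing: single-concentration screen. Times: 37 °C overnight plating, 90-min dark dye load, 20-min compound pretreatment. Technique: FluxOR Tl+ flux fluorescence.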
# KCNK3 inh = human KCNK3 channel inhibitors, primary screen, CHO cells, FluxOR thallium flux, B-score | B-score at 10 µM | Potassium channel subfamily K member 3 (Homo sapiens), O14649 | FluxOR fluorescence; active compounds read low | actives 0.84% (n = 340,000) | AID 602410, 2012;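 active = B-score under library mean minus 4 SD, starting fluorescence ratio at most library mean plus 5 SD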;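 note: more negative B-score means stronger inhibition of thallium flux through KCNK3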
# Target sequence (O14649 whole entry, looked up): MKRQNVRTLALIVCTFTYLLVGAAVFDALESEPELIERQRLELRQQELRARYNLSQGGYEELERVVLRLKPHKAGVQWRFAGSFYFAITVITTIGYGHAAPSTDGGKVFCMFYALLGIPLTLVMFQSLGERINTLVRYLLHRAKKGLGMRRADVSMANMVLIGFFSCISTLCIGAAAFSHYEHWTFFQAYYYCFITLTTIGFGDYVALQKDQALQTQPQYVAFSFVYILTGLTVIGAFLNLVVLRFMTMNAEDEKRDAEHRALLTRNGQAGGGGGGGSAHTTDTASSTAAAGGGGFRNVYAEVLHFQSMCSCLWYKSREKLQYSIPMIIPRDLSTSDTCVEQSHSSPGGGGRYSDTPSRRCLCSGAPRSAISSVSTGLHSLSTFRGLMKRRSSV
# KCNK9 inh = KCNK9 potassium channel inhibitors, primary screen, HEK293 cells, thallium flux. actives 1.2% (n = 310,000). B-score at 10 µM. FluxOR thallium flux fluorescence; active compounds read low. Potassium channel subfamily K member 9 (Homo sapiens), Q9NPC2;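 active = ratio B-score over 3 SD below the library mean, with starting fluorescence within 5 SD of its mean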;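 note: negative B-score means less thallium flux so channel inhibition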
# RGS4 inh = RGS4 inhibitors, primary screen, cell-based, HEK293 M3R inducible RGS4, calcium flux | Fluo-4 calcium flux; active compounds read high; triggered by carbachol at its EC20 | Regulator of G-protein signaling 4 (Homo sapiens), P49798 | B-score at 10 µM | actives 0.45% (n = 310,000) | AID 463165, 2010;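 active = B-score, a plate-corrected calcium signal, over three deviations above library mean, with baseline fluorescence within five deviations of library mean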;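 note: RGS4 expression induced by doxycycline in cells with stable M3 receptor; B-score is computed from the integrated fluorescence ratio over baseline after carbachol; higher B-score means a larger calcium signal and so more RGS4 inhibition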
# Target sequence (P49798 whole entry, looked up): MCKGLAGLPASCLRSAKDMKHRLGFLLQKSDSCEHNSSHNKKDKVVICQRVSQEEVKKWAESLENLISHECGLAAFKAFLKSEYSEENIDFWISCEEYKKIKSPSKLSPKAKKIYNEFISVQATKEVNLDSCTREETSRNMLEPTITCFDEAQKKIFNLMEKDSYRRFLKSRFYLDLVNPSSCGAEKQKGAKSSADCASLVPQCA
# hERG protect = hERG rescue from dofetilide block, primary screen, cell-based, CHO-hERG, FluxOR thallium flux, dofetilide IC70; dofetilide IC70 present; activation (rescue from dofetilide block), less the hit threshold, % at 10 µM; actives 0.51% (n = 310,000); AID 1511, 2009;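 active = activation above the mean of controls blocked by dofetilide plus 5 SD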;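 note: thallium influx through hERG after potassium depolarization seen as dye fluorescence rise; in these data hits start at about 4.7%; inactives centre near -7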
# Dyrk1A ADPGlo = rat Dyrk1A kinase inhibitors, primary screen, biochemical, single point, plate reader; Dual specificity tyrosine-phosphorylation-regulated kinase 1A (Rattus norvegicus), Q63470; ADP-Glo luminescence, NFATc1 peptide; inhibition, % at 12.5 µM; actives 0.43% (n = 310,000); AID 504441, 2011; in the data active = inhibition above about 50%;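 note: plate controls were vehicle with enzyme for no effect and no enzyme for full effect; many of its hits are not listed in these tables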
# PolyA inhibitor = polyadenylation inhibitors in yeast reporter cells, primary screen, luminescence, S. cerevisiae. S. cerevisiae SKY197-pL101 polyadenylation reporter, beta-gal luminescence; efflux-impaired pdr1/pdr3 knockout yeast; score 100 = 6 SD above DMSO. calls only at 12 µM. actives 0.02% (n = 300,000);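 active = lowest replicate activity score at least 50, where 100 means six control SD above control mean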;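 note: yeast exposed to compound for 9 h at 30 °C; higher score means more reporter readthrough which indicates perturbed polyadenylation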
# RGS4 act = RGS4 potentiators or activators, primary screen, cell-based, HEK293 M3R inducible RGS4, calcium flux; carbachol calcium flux Fluo4; active compounds read low; B-score at 10 µM; actives 0.92% (n = 310,000); AID 463111, 2010;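 active = B-score of the integrated calcium signal more than 4 SD below the library mean, with starting fluorescence not abnormally high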;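 note: negative B-score means reduced calcium response which marks RGS4 activation or potentiation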
#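 System: HEK293 FlpIn-TREx cells, stable M3R, doxycycline-inducible RGS4. Timing: overnight RGS4 induction, 30 min dye load 37 °C, 20 min compound RT. Also added: carbachol, ECmax concentration. Measured by: Fluo4 fluorescence kinetic imaging of calcium. Evaluation: integrated calcium ratio converted to B score.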
# An asterisk follows results filed as active; i = inactive; nt = not tested or not shown. The list is partial; the hit share may differ from the screen's.
SMILES	GSK3 alpha inh	GSK3beta inhib	KCNQ1 inh	KCNQ1 pot	KCNK3 inh	KCNK9 inh	RGS4 inh	hERG protect	Dyrk1A ADPGlo	PolyA inhibitor	RGS4 act
NC(=O)C1(N2CCCCC2)CCN(Cc2ccc(Br)cc2)CC1	3.3	-4.8	i	i	i	i	i	-5.5	-0.2	i	i
CC1CCN(C(=O)CN(c2cccc(F)c2)S(C)(=O)=O)CC1	-0.7	-1.5	i	i	i	i	i	-1.8	-0.2	i	i
O=C(NC(=S)NC1CCSC1=O)c1cccs1 (stereo not drawn)	-1.9	-2.6	i	i	i	i	i	-5.7	-1.9	i	i
C=CCn1c(CC(=O)Nc2ccc(C)cc2C)nnc1SCC(=O)N1CCOCC1	-1.3	-11.2	i	i	i	i	i	1.7	-8.0	i	i
CCOC(=O)CSc1nnc(-c2ccc(OC)cc2OC)o1	-1.7	3.3	i	i	i	i	i	-5.7	2.7	i	i
CC(C)n1c(SCC(=O)Nc2ccc3c(c2)OCO3)nc2c1c(=O)n(C)c(=O)n2C	-0.6	0.6	i	i	i	i	i	-0.8	0.4	i	i
CCc1cc2c(cc(C(=O)O)n2C)s1	-5.4	4.1	i	i	i	i	i	-9.4	-1.3	i	i
O=C(Nc1ncc2c(n1)-c1ccccc1OC2)c1ccc(Cl)cc1Cl	-2.3	-3.4	i	i	i	i	i	-10.1	3.2	i	i
Cc1nc(C#N)c(N/N=C/c2c(F)cccc2Cl)o1	0.8	-0.4	i	i	i	i	i	-7.1	3.1	i	i
CCN(CC)CCCNC(=O)CSc1nc(-c2cccs2)cc(C(F)(F)F)n1	0.3	-2.9	i	i	i	i	i	-11.9	-2.4	i	i
CCn1c(SCC(=O)Nc2ccc3c(c2)OCCO3)nnc1-c1cccnc1	1.8	-0.9	i	i	i	i	i	-5.8	-5.0	i	i
Cc1ccc(C)c(/C=C2\N=C(c3ccccc3F)OC2=O)c1	-2.6	0.5	i	i	i	i	i	-2.0	-3.2	i	i
NC1=NC2=C(CCCC2)C2(CCCCC2)S1	6.0	0.8	i	i	i	i	i	-14.7	2.8	i	i
CSc1ccccc1OCc1cc(C(=O)N(C)Cc2ccncn2)no1	-2.0	-1.0	i	i	i	i	i	-3.1	-4.2	i	i
Cc1ccc(CNC(=O)c2cc3c(=O)n(C)c4ccccc4c3n2C)o1	nt	0.6	i	i	i	i	i	-10.0	62.4*	i	i
O=c1cc(CS(=O)(=O)c2ccccc2)nc(-c2ccncc2)[nH]1	1.6	1.0	i	i	i	i	i	-4.6	9.9	i	i
CCn1c2ccc(F)cc2c2nnc(NN)nc21	-0.2	2.5	i	i	i	i	i	-8.2	-1.0	i	i
CCCc1nc2c(c(=O)c3ccccc3n2C)c(=O)n1-c1cc(C)cc(C)c1	-3.5	-0.6	i	i	i	i	i	-6.7	4.0	i	i
COc1ccc(C(=O)CSc2nnc(-c3ccco3)n2CC2CCCO2)cc1 (stereo not drawn)	0.4	3.4	i	i	i	i	i	-4.6	0.6	i	i
O=C(NC1CCCC1)C1CCCN1C(=O)Oc1ccccc1 (stereo not drawn)	-1.1	1.0	i	i	i	i	i	-6.5	-6.5	i	i
COc1ccccc1CCNC(=O)C1CCC(=O)N(Cc2ccccc2OC)C1 (stereo not drawn)	-1.6	-0.8	i	i	i	i	i	-8.5	6.9	i	i
O=C1C=C(O)c2c(O)cc(O)c(O)c2C1=O	3.0	1.3	i	i	i	i	i	-5.8	27.2	i	i
CC(C)c1cccc(C(C)C)c1NC(=O)COC(=O)C1CCC1	6.0	0.6	i	i	i	i	i	-8.7	12.1	i	i
COc1ccc(Br)cc1CN(C)C(C)C(=O)Nc1cccc(C(C)=O)c1 (stereo not drawn)	0.7	2.3	i	i	i	i	i	-10.7	-1.7	i	i
COc1ccccc1CNC(=O)c1cccc(C)c1[N+](=O)[O-]	-0.9	-0.8	i	i	i	i	i	-11.1	-4.7	i	i
CNC(=O)CSc1nnnn1CCCOC	-0.8	1.7	i	i	i	i	i	-8.5	-0.6	i	i
COc1ccc(CCCc2nnc(SCc3nc4ccccc4c(=O)[nH]3)n2C)c(C)c1	-1.1	4.1	i	i	i	i	i	-7.2	3.9	i	i
COC(=O)/C=C1/S/C(=N/N=C/c2ccco2)NC1=O	0.2	-0.5	i	i	i	i	i	-4.4	nt	i	i
CCOC(=O)c1nc(C)sc1-c1ccnn1S(=O)(=O)c1cccc(Cl)c1	3.0	1.0	i	i	i	i	i	-9.8	-0.4	i	i
Cc1n[nH]c(C)c1N1C(=O)c2cccc3cc(Br)cc(c23)C1=O	8.6	3.6	i	i	i	i	i	-10.0	8.1	i	i
COCC(C)NC(=O)Cn1c(SCc2ccccc2)nc2ccccc21 (stereo not drawn)	-2.1	-15.0	i	i	i	i	i	-4.4	-10.0	i	i
O=C(Nc1ccc(C(=O)N2CCN(c3ccccc3)CC2)cc1)C1=CSCCO1	-1.4	3.0	i	i	i	i	i	-6.8	-5.1	i	i
CN1C(=O)CSc2ccc(C(=O)O)cc21	nt	3.4	i	i	i	i	i	-9.9	-3.4	i	i
OC(c1ccccn1)(c1ccccn1)c1ccccn1	-4.3	-0.6	i	i	i	i	i	1.0	-6.6	i	i
CN1CCN(C(c2ccc(C(F)(F)F)cc2)c2ccc3cccnc3c2O)CC1 (stereo not drawn)	0.2	nt	i	i	nt	i	i	-4.5	nt	i	i
COc1ccc(OC)c(-n2c(SCC(=O)N3CCc4ccccc43)nc3c(c2=O)SCC3)c1	-2.7	-1.3	i	i	i	i	i	-6.5	-0.5	i	i
Cn1c(CC(=O)Nc2ccccc2)nnc1SCC(=O)NC1CCCC1	0.3	-0.3	i	i	i	i	i	-3.6	-0.3	i	i
CN(Cc1ccccc1)C(=O)COC(=O)c1ccc2c(c1)OCO2	2.4	0.7	i	i	i	i	i	-8.1	11.1	i	i
CCN1CCN(CC(=O)Nc2ccc(C)c(Br)c2)CC1	0.0	0.3	i	i	i	i	i	-8.9	-3.0	i	i
COc1cc(C(=O)N/C(=C/c2ccc(F)cc2)C(=O)NC(C(=O)O)c2ccccc2)cc(OC)c1OC (stereo not drawn)	-0.8	-5.8	i	i	i	i	i	-3.6	-3.6	i	i
COc1ccc(C(=O)NC(=S)NC(C)C)cc1Br	-0.1	0.5	i	i	i	i	i	-2.3	1.9	i	i
COC(=O)/C=C/c1c(C)nc(NCc2ccccc2)nc1Cl	-0.6	2.2	i	i	i	i	i	-13.8	5.2	i	i
COc1ccc(/C=C/C(=O)OCC(=O)c2ccc3c(c2)NC(=O)CO3)c(OC)c1	-0.5	-1.4	i	i	i	i	i	-8.2	-1.1	i	i
Nc1ccc(C(=O)NCc2ccccc2)cc1	0.0	9.0	i	i	i	i	i	-2.9	-3.4	i	i
O=C(COc1ncnc2cc([N+](=O)[O-])ccc12)NCCc1ccc(Cl)cc1	0.2	1.4	i	i	i	i	i	-11.5	4.6	i	i
COc1cccc(SCc2noc(C(=O)NC(C)C)c2C(=O)NC(C)C)c1	1.5	-3.2	i	i	i	i	i	-10.5	nt	i	i
Fc1ccc(Nc2ccnc(C(F)(F)F)c2)cc1	0.8	-0.3	i	i	i	i	i	-3.2	-1.1	i	i
COc1ccc(CC(=O)Nc2ccc(S(=O)(=O)NCC3CCCO3)cc2)cc1 (stereo not drawn)	-3.3	0.3	i	i	i	i	i	-3.5	-11.7	i	i
COc1ccc(Oc2nc(-c3cccnc3)nc3ccccc23)cc1	-1.7	-0.6	i	i	i	i	i	-1.5	-1.1	i	i
O=C(Nc1ccc(-n2nncc2-c2ccco2)cc1)c1cc2ccccc2oc1=O	-0.8	-0.5	i	i	i	i	i	-10.0	-8.1	i	i
CCOC(=O)c1c(C)[nH]c(C(=O)COC(=O)CCSc2ccccc2)c1C	1.0	2.1	i	i	i	i	i	-6.2	-4.3	i	i
COC(=O)N(C)c1nc2ccccc2s1	-3.9	-4.5	i	i	i	i	i	-4.9	-0.3	i	i
O=C(Nc1cccnc1)C1CCN(S(=O)(=O)c2ccc(Cl)cc2)CC1	3.4	-1.5	i	i	i	i	i	-5.4	-3.5	i	i
CC1CCN(S(=O)(=O)N2CCC(C(=O)NCCC3=CCCCC3)CC2)CC1	0.5	1.7	i	i	i	i	i	-11.2	-24.5	i	i
CC(=O)Nc1cc(C(=O)N2CCCC2)ccc1Sc1ccc(Cl)cc1	1.3	-1.9	i	i	i	i	i	-7.0	5.6	i	i
O=C(CN1C(=O)COc2ccccc21)N(Cc1cccnc1)Cc1cccc(F)c1	1.1	-0.8	i	i	i	i	i	-20.4	3.1	i	i
Cc1ccc(C)c(N2CCN(C(=O)c3cc4ccccc4oc3=O)CC2)c1	-0.3	5.2	i	i	i	i	i	-9.6	-1.7	i	i
CC(=O)NCc1ccc(S(=O)(=O)NC(C)CCc2ccccc2)cc1 (stereo not drawn)	2.4	1.5	i	i	i	i	i	-7.7	4.4	i	i
